Compound activity deposited in PubChem BioAssay by several laboratories.
APP 5UTR inh – APP translation inhibition; SH-SY5Y APP 5'UTR-luciferase reporter, luminescence; inhibition, % at 2 µM; 190,000 tested, 0.82% active; AID 1285;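 active = inhibition above a set limit, derived from the sample mean plus 3 SD, cut at about 45% in these data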; note: values of inactives mirror those of a sister screen read the other way
STAT3 blocker – reduces IL-6 driven STAT3 reporter signal; inhibition, % at 5.5 µM; 190,000 tested, 0.89% active; U3A cells, IL-6 STAT3-luciferase reporter, luminescence; host cell line lacks STAT1;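 active = inhibition above the mean inhibition across all screened compounds plus 3 SD, cut at about 44% in these data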;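 note: 0% = DMSO only wells and 100% = 100 µM nifuroxazide control wells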
STAT1 inh – STAT1 signaling inhibition; inhibition, % at 5.5 µM; 200,000 tested, 0.35% active; AID 920; NIH 3T3 STAT1-luciferase reporter, IFN-gamma, luminescence;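 active = inhibition above a set limit, the mean inhibition across all tested compounds plus 3 SD, cut at about 34% in these data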;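 note: 0% = IFN-gamma with DMSO and 100% = IFN-gamma with 300 µM nifuroxazide; values of inactives mirror those of a sister screen read the other way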
NF-kB neuron act – compounds increasing NF-kB expression in human neuronal cells; 190,000 tested, 1.6% active; NF-kB reporter expression; active compounds read high; fold change at 12.5 µM; in the data active = fold change above about 3.3
FLuc inh counter – inhibits firefly luciferase, flagging false hits in luciferase inhibition screens; P08659; ATPLite firefly luciferase biochemical luminescence, 10 min; inhibition, % at 10 µM; 200,000 tested, 1.5% active;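 active = inhibition above about 50% when tested at 10 µM, limit read from the data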
Target sequence (P08659 whole entry, looked up): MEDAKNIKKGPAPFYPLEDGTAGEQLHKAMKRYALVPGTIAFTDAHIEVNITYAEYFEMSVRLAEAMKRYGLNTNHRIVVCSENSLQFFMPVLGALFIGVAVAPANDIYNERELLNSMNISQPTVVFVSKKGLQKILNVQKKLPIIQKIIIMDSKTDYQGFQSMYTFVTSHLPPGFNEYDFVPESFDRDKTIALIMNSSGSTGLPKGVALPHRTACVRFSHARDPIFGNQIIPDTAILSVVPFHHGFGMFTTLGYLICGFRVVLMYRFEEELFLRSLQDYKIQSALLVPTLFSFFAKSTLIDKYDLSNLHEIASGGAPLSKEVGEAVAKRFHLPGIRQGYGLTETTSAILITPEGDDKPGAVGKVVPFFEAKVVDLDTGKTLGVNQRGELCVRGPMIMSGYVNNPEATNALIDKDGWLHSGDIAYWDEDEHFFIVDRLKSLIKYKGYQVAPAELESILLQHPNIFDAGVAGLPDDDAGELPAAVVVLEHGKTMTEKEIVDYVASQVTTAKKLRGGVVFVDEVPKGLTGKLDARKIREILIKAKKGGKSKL
STAT1 activator – STAT1 signaling activation | NIH 3T3 STAT1-luciferase reporter, IFN-gamma, luminescence; 100% = IFN-gamma alone, no compound | activation (% of control), % at 5.5 µM | 200,000 tested, 2.6% active;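 active = activation above the screen-wide mean activation plus 3 SD, cut at about 130% in these data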;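 note: raw ratio to IFN-gamma control signal so 100% means no change and 0% no light; values of inactives mirror those of a sister screen read the other way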
STAT3 activator – activators of IL-6 induced STAT3 signaling; AID 871; activation (% of control), % at 5.6 µM; 190,000 tested, 0.91% active; U3A cells, IL-6 STAT3-luciferase reporter, luminescence; 100% = signal with IL-6 EC80 alone;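 active = activation above the screen-wide mean of compound activation plus 3 SD, cut at about 130% in these data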;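 note: 0% = background luminescence of wells with medium and substrate only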
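Detection: reporter luminescence signal / Assay system: STAT1-lacking human U3A cells, STAT3 luciferase reporter / Incubation: compound pre-incubation 1 h before IL-6, then 6 h stimulation at 37 °C / Control set: IL-6-only high control / Read-out: % activation relative to IL-6 control / Probe or stimulus: Interleukin-6, 33 ng/mL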
ROMK mod – human ROMK K+ channel modulation, primary screen | P48048 | 130,000 tested, 2% active | B-score at 10 µM | Tet-inducible ROMK, thallium flux fluorescence; actives lie on both sides | AID 1918;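 active = signal ratio slope over the read window, or its plate-corrected B-score, at least 3 SD from the plate mean, either direction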;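 note: B-score of the F/F0 ratio slope over 7 to 12 s after thallium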
Target sequence (P48048 whole entry, looked up): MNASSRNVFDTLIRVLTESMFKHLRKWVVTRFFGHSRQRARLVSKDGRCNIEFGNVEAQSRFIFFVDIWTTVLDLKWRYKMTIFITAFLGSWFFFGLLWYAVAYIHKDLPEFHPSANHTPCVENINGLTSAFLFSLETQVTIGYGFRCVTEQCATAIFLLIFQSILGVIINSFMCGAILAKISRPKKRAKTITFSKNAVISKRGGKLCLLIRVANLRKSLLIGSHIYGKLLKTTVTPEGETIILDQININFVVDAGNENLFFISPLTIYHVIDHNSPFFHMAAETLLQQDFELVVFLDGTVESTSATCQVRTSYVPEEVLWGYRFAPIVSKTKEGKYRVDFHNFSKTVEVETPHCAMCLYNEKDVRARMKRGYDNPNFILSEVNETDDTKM
FLuc stim CS – affects firefly luciferase, flagging false hits in luciferase stimulation screens; P08659; ATPlite luciferase biochemical, luminescence, 10 min; 0 = ATP-free wells, 1 = DMSO control; activation factor at 10 µM; 200,000 tested, under 10 active;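 active = luciferase activation factor, scaled between plate controls, of at least 2 with compound at 10 µM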
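Assay system: Luciferase/luciferin reagent mix; Medium: PBS as buffer for the ATP substrate; Dosing: test compounds dosed from 2 mM stocks in 100% DMSO; Times: 10 min, room temperature; Signal: luminescence from luciferase reaction; Read-out: luciferase activation; Controls: No-ATP low control, compound-free enzyme-plus-ATP high control.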
APP 5'UTR act – APP 5'UTR luciferase reporter activation; SH-SY5Y APP 5'UTR luciferase reporter, luminescence; zero percent = DMSO vehicle wells; activation, % at 2 µM; 190,000 tested, 1% active; AID 1276;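 active = activation above a set limit, based on mean plus 3 SD of controls, cut at about 140% in these data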; note: values of inactives mirror those of a sister screen read the other way
Starred values were filed as active, the others as inactive; x = not tested or not shown. Random draw from the library; any-hit rate near 7.1%.

smiles	APP 5UTR inh	STAT3 blocker	STAT1 inh	NF-kB neuron act	FLuc inh counter	STAT1 activator	STAT3 activator	ROMK mod	FLuc stim CS	APP 5'UTR act
CCCCNC(=S)N/N=C/c1sccc1C	-12	-2	-3	0.98	2	102	103	x	1	11
O=C(CCSc1ccccc1)Nc1nccs1	-9	5	-1	1.4	0	101	96	-0.25	1	9
Cc1c(C(=O)Nc2c(F)cccc2F)sc2ncnc(N3CCN(c4ccccc4)CC3)c12	-4	17	8	0.86	-4	93	92	0.088	1	4
Cc1cc(C)c(NC(=O)C2CCCCN2C)c(C)c1 (configuration not stated)	0	4	-2	1.1	3	102	101	-0.64	1	0
CCOC(=O)Nc1cc(OC)c(OC)cc1Cc1nccc2cc(OC)c(OC)cc12	2	6	11	1	-10	90	99	x	1.1	-2
CC(c1n[nH]c(=S)n1-c1ccc(F)cc1)N1CCCCC1 (configuration not stated)	6	-2	1	1.2	-11	99	104	0.073	1.1	-6
O=C(O)c1ccccc1NC(=S)NC(=O)c1sc2ccccc2c1Cl	-21	7	-12	1.4	49	109	101	3.1	0.5	21
O=C(Nc1ccc2c(c1)CCC2)c1cccc(S(=O)(=O)Nc2ccccc2Cl)c1	19	10	9	1	0	92	92	-0.027	1	-19
CC(C)c1nc(SCC(=O)NCc2ccccc2)n[nH]1	4	0	-6	1.1	-8	106	104	-0.094	1.1	-4
N#Cc1ccc(CN2CCN(C(=O)c3ccccc3)CC2)c(Cl)c1	0	-7	9	1	-4	93	110	0.053	1	0
c1ccc(Nc2nc(-c3cccs3)cs2)nc1	-181	8	-38	9.6*	68*	136*	95	x	0.3	181*
CN(CCCOc1ccccc1Br)Cc1ccccc1	1	4	-4	1.3	-7	101	102	-1.3	1.1	-1
O=C(Nc1cccc(C(F)(F)F)c1)c1ccc2nc(-c3ccco3)c(-c3ccco3)nc2c1	-12	2	7	0.83	4	95	99	0.56	1	12
O=C1CCCc2c1nc(-c1ccccc1)n2O	-5	8	4	0.91	-3	96	98	x	1	5
O=C(COc1ccccc1)Nc1ccc(Cl)cc1Cl	-114	11	-39	3.5*	50*	134*	93	x	0.5	114
CCn1c(SCC(=O)Nc2cc(C)on2)nc2sc3c(c2c1=O)CCCC3	-26	6	0	1.1	-3	100	97	x	1	26
Cn1cccc1C(=O)C(=O)Nc1ccccc1C(F)(F)F	-57	13	-43	1.8	18	139*	91	-0.14	0.8	57
CC1(C)Nc2ccccc2C(=O)N1NC(=O)c1ccccc1	-19	15	-12	0.94	0	109	92	-0.46	1	19
O=C(c1ccc(N2C(=O)CCC2=O)cc1)N1CCN(c2ccccc2)CC1	17	-3	0	0.96	-4	100	107	x	1	-17
COC(=O)[C@@]1(Cc2ccc(OC)cc2)[C@@H]2C(=CC(=O)[C@H]2CC(=O)C(=O)N(C)C)CN1C(=O)c1ccccc1	6	5	3	1.5	-16	97	94	-2.4	1.2	-6
COc1ccc2cc(C(C)c3nc4ccccc4c(=O)n3N)ccc2c1 (configuration not stated)	7	-3	0	0.92	-6	100	101	0.11	1.1	-7
Cc1ccc(N2C(S)=C(C#N)C(=O)NC2c2ccco2)cc1 (configuration not stated)	-13	0	2	1.1	-9	97	111	-0.71	1.1	13
NC(=O)c1ccsc1NC(=O)CSc1nc2ccccc2c(=O)n1CCCO	9	8	-5	0.68	-4	104	100	x	1	-9
CC(C)(C)c1ccc(OCCn2ccccc2=O)cc1	-115	9	-82	5.5*	8	177*	94	-0.11	0.9	115
O=C(C1CCN(S(=O)(=O)c2ccccc2)CC1)N1CCOCC1	-14	-10	-6	1.4	-1	106	106	0.61	1	14
CCOC(=O)C1(Cc2ccc(Cl)cc2)CCN(C(=O)CCc2cnccn2)CC1	-11	2	-2	1	-2	101	109	0.7	1	11
O=C(CSc1ccc(Cl)cc1)OCc1nnc(-c2ccccc2)o1	-10	6	-5	0.92	-8	104	98	x	1.1	10
CCCNC(=O)c1cccc(Br)c1	-13	-4	-2	1.1	-4	102	105	-0.033	1	13
C/C(=N\NC(=O)C(C)Oc1ccc([N+](=O)[O-])cc1)c1ccccn1 (configuration not stated)	63*	16	-1	0.97	-1	101	91	x	1	-63
Cc1nnc(N(Cc2ccco2)C(=O)c2cccc(C#N)c2)s1	-18	2	1	1.3	-3	99	102	x	1	18
CC(=O)Nc1ccc(-c2nc3c(C)cccc3[nH]2)cc1	-169	-19	-32	3.8*	49	130*	118	-0.17	0.5	169*
COc1cccc(-c2nnc(SCC(=O)Nc3cc(C)on3)o2)c1	-52	-3	-5	1.4	-2	105	104	x	1	52
Cc1cc(C)c(S(=O)(=O)N(C)CC(=O)NCc2ccncc2)c(C)c1	17	-3	6	0.88	-8	93	106	x	1.1	-17
Cn1c(SCCOc2cccc(Cl)c2)nnc1-c1ccncc1	-26	20	-6	1.1	-1	105	89	-0.74	1	26
COc1ccc(C[C@@H]2CN3C(=NC[C@@H]3C)N2CCNC(=O)c2ccc(C)c(Br)c2)cc1	-34	x	18	0.99	-5	85	x	x	1	34
O=C(c1cc(-c2cccnc2)nc2ccc(Br)cc12)N1CCN(c2ncccn2)CC1	18	18	2	0.36	5	99	90	x	1	-18
O=S(=O)(Cc1ccccc1)Nn1cnnc1	-4	12	-6	1.1	1	104	94	-0.31	1	4
Cc1ccc(OCCCCN2CCCCC2)c(Br)c1	-2	-1	-3	1.1	-8	103	109	-1.9	1.1	2
CCN(CCCc1ccccc1)CCCc1ccccc1	-16	3	-4	1	-7	104	99	x	1.1	16
CC1(C)CC(=O)C2=C(C1)N(c1cccnc1)C(N)=C(C#N)C2c1cccs1 (configuration not stated)	-5	4	1	0.78	-3	99	100	0.6	1	5
CCOc1cccc(C2C(C(=O)c3ccco3)=C(O)C(=O)N2Cc2ccncc2)c1 (configuration not stated)	-24	-2	0	1.4	-8	100	103	x	1.1	24
Cc1ccc(/C=C2\C(=O)ON=C2c2ccccc2)o1	-11	2	-6	1.6	60*	107	99	0.052	0.4	11
O=S(=O)(CCc1nc2ccccc2[nH]1)c1ccc(Cl)cc1	2	5	-8	1.3	-4	107	103	0.088	1	-2
O=C(Nc1ccc(N2CCCCC2)cc1)c1cc([N+](=O)[O-])cc([N+](=O)[O-])c1	-23	9	-6	1.3	-2	104	96	0.2	1	23
Cc1ccc(NC(=O)CN2CCc3ccccc3C2)cc1	0	-2	-2	1.1	-3	102	100	-1.2	1	0
CCOC(=O)c1[nH]c(C)c(/C(O)=C2\C(=O)C(=O)N(CCN3CCOCC3)C2c2ccco2)c1C (configuration not stated)	-5	17	-8	1	-6	106	92	-0.014	1.1	5
Cc1nc(-c2ccccc2)sc1C(=O)CSc1ccc(F)cc1	5	0	-4	1.2	-2	103	105	x	1	-5
CCc1ccc(CN2C(=O)CCC2(C)C(=O)NC2CCCC2)cc1 (configuration not stated)	4	3	1	1.2	-1	99	106	x	1	-4
c1ccc(-c2nnc(CSc3nc4ccccc4[nH]3)o2)cc1	-11	4	1	1.3	1	99	101	x	1	11
CCCNC(=O)c1c(N)n(-c2cc(OC)cc(OC)c2)c2nc3ccccc3nc12	0	6	-15	1.2	-4	112	98	0.45	1	0

The listing continues:
smiles	APP 5UTR inh	STAT3 blocker	STAT1 inh	NF-kB neuron act	FLuc inh counter	STAT1 activator	STAT3 activator	ROMK mod	FLuc stim CS	APP 5'UTR act
Cc1c2c(nc3c(C(=O)NC4CCCCC4C)cnn13)CCCC2 (configuration not stated)	-7	16	0	0.84	-4	100	91	x	1	7
O=C(CNCCO)NC12CC3CC(CC(C3)C1)C2	-8	-5	-5	1.2	-9	104	113	x	1.1	8
COc1cc(C(=O)OCC(=O)Nc2ccc(F)cc2F)cc(OC)c1OC	x	1	-2	1.1	-5	102	98	-0.71	1	x
CC[C@H]1OC(=O)[C@H](C)[C@@H](O[C@H]2C[C@@](C)(OC)[C@@H](O)[C@H](C)O2)[C@H](C)[C@@H](O[C@@H]2O[C@H](C)C[C@H](N(C)C)[C@H]2O)[C@](C)(O)C[C@@H](C)[C@@H]2N[C@@H](COCCOC)O[C@H]([C@H]2C)[C@]1(C)O	1	10	-2	1.2	1	101	94	x	1	-1
COCCCNC(=O)C1CC(=O)N(C2CCCC2)C1 (configuration not stated)	-3	-6	0	1.1	-8	100	108	x	1.1	3
Cc1nc(-c2ccccc2)cs1	11	8	-2	1.1	-8	102	99	1.1	1.1	-11
O=C(CN1CCOCC1)n1c2ccccc2c2ccccc21	-15	-10	0	1	0	100	114	0.022	1	15
COc1cccc(NS(=O)(=O)c2ccc3[nH]cc(C(=O)NC4CC4)c(=O)c3c2)c1	0	4	5	0.84	-5	94	98	0.029	1.1	-1
O=C(NCCc1ccc2c(c1)OCO2)C1CCN(S(=O)(=O)c2ccc(Cl)cc2)CC1	2	2	-15	1.2	-7	113	107	x	1.1	-2
